POLH inh – DNA polymerase eta (human) inhibition | Potency, µM (series often up to 114 µM), for inactives: at the highest dose activity change, negative = inhibition, usual class: inhibitors | recombinant Pol eta, fluorescent DNA replication assay | 390,000 tested, 1.2% active | Q9Y253 | AID 588591; note: potency is the fitted concentration of half-maximal effect; % is set by controls: 0 for no effect and ±100 for the full control effect
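Pol eta (10 nM) was preincubated with compounds for 15 min at room temperature, after which fluorescent replication substrate (50 nM final) was added to start the reaction. Fluorescence was read kinetically at 0 and 10 min.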
Pol beta inh – DNA polymerase beta (human) inhibition | P06746 | Pol beta primer extension/strand displacement, fluorescence kinetic | Potency, µM (titrated, usually from 114 µM), inactives show at the top dose activity change, negative = inhibition, hits mostly inhibitors | 340,000 tested, 1.3% active; note: potency is the fitted concentration of half-maximal effect; % is set by controls: 0 for no effect and ±100 for the full control effect
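10 nM enzyme + cpd, 15 min RT; start with substrate 50 nM final; read 0 min and after 10 min RT. Corrected, normalized data; 4-parameter Hill curve fit.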
RXFP1 antagonist – blocks the human relaxin receptor RXFP1; Q9HBX9; HEK293-RXFP1, relaxin-stimulated cAMP HTRF, 30 min; active compounds read low; activity change, negative = inhibition, % at 57.5 µM; 350,000 tested, 0.59% active; AID 1259400;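 active = activity change of -60% or lower, but not beyond a set lower limit; inconclusive = change between -60% and -40%, or beyond the set limit; inactive = change above -40%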; note: % is set by controls: 0 for no effect and ±100 for the full control effect
Target sequence (Q9HBX9 whole entry, looked up): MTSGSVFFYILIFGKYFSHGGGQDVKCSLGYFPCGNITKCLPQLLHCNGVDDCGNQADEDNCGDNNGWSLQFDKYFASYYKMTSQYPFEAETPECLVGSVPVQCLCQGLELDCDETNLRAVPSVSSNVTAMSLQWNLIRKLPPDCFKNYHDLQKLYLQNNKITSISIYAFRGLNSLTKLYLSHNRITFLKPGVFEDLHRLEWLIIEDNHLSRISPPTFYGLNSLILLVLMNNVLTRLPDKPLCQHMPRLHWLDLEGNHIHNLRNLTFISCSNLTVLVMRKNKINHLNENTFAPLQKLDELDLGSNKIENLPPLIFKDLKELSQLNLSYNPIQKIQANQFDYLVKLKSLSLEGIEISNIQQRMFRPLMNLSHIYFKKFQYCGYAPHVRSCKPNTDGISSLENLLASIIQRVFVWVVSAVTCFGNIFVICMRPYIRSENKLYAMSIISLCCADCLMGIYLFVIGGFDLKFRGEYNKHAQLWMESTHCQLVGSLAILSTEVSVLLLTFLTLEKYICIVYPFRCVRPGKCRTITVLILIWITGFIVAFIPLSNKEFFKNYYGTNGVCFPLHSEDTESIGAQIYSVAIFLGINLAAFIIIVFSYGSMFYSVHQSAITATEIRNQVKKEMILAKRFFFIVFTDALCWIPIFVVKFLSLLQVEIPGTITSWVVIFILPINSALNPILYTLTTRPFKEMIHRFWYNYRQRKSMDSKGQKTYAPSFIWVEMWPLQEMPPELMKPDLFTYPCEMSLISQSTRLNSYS
Tb PGK inh – T. brucei PGK inhibition | PGK/GAPDH coupled, Kinase-Glo luminescence, 60 min | 380,000 tested, 0.043% active | AID 602233 | Potency, µM (series often up to 57.5 µM), for the others: at the highest dose activity change, negative = inhibition, hits mostly inhibitors | P07378; note: potency is the fitted concentration of half-maximal effect; % is set by controls: 0 for no effect and ±100 for the full control effect; nearly all actives have a fitted effect of over 60% in size
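Recombinant glycosomal PGK reaction used 1,3-bisphosphoglycerate generated in-well by GAPDH (100nM final) in 100mM TEA pH 7.6, 5mM MgCl2, 0.01% Tween-20. After 60 minutes at room temperature, ATP was read by Kinase-Glo Plus luminescence end-point.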
APEX1 inh – blocks human APE1 abasic DNA cleavage; Potency, µM (series often up to 65.8 µM), for inactives: at the top dose activity change, negative = inhibition, usual class: inhibitors; AID 2517; recombinant APE1, TAMRA/BHQ-2 abasic DNA cleavage fluorescence; 350,000 tested, 0.35% active; P27695;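 note: potency is the fitted concentration of half-maximal effect; plate controls were vehicle for no effect and reference inhibitor for full effect; nearly all actives have a fitted effect of over 55% in size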
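Readout is kinetic fluorescence (ex 525, em 598 nm) from cleavage of 50 nM TAMRA/BHQ-2 THF abasic duplex by 0.75 nM APE1, compound added 15 min beforehand at RT.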
POLI inh – blocks human DNA polymerase iota activity | Q9UNA4 | Pol iota fluorescent replication assay, 10 min | Potency, µM (doses to about 115 µM), without a hit: at the highest dose activity, negative = inhibition, actives largely listed as inhibitors | 390,000 tested, 1% active | AID 588590; note: potency is the fitted concentration of half-maximal effect
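Pol iota at 10 nM preincubated 15 min with compounds at room temperature; reaction started with fluorescent substrate, 50 nM final. Fluorescence read kinetically at 0 and 10 min; buffer-only wells as negative control.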
BLM inh – inhibitors of human Bloom syndrome helicase BLM; Potency, µM (series often up to 56.1 µM), without a hit: top-dose activity change, negative = inhibition, most hits filed as inhibitors; 350,000 tested, 0.2% active; P54132; recombinant BLM DNA unwinding, fluorescence dequenching;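 note: potency is the fitted concentration of half-maximal effect; plate controls were vehicle for no effect and no enzyme for full effect; nearly all actives have a fitted effect of over 35% in size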
POLK inh – DNA polymerase kappa (human) inhibition; Q9UBT6; purified Pol kappa, fluorescent DNA synthesis assay, 10 min; Potency, µM (top dose mostly 107 µM), for inactives: at the top dose activity, negative = inhibition, most hits filed as inhibitors; 400,000 tested, 0.53% active; AID 588579; note: potency is the fitted concentration of half-maximal effect; % is set by controls: 0 for no effect and ±100 for the full control effect
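Activity was followed as the change in fluorescence between reads at 0 and 10 min after starting the reaction with 50 nM substrate. Beforehand, 10 nM polymerase had been preincubated with compound for 15 min at room temperature.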
Anesthetic bind – candidate novel general anesthetic via apoferritin binding; 350,000 tested, 0.074% active; P02791; apoferritin/1-aminoanthracene competitive binding, fluorescence; Potency, µM (top dose mostly 77.5 µM), without a hit: at the top dose activity change, negative = displacement, actives largely listed as inhibitors; note: potency is the fitted concentration of half-maximal effect; % is set by controls: 0 for no effect and ±100 for the full control effect; nearly all actives have a fitted effect of over 20% in size
Target sequence (P02791 2-175 limits assumed): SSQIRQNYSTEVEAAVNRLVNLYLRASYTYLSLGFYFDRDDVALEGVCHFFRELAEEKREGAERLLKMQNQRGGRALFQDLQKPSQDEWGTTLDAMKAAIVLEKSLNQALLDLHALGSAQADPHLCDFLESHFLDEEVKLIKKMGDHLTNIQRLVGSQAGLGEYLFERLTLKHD
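Read-out: endpoint 1-AMA fluorescence, excitation 380 nm and emission 535 nm, after compounds sit 10 min at room temperature with 10 uM horse-spleen apoferritin in 50% saturated 1-AMA/PBS. Values come from four-parameter Hill fits.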
* = called active by the depositor; i = inactive; ? = inconclusive; . = no result given; & = joins results of further samples; [ ] = remark or other dose. Unless noted, calls come from the whole dose curve; as a rule, active = well fitted curve in the direction sought with a large enough effect; inconclusive = small, poorly fitted or top-dose-only effect, or another doubt; inactive = no such curve, though single readings can be large; an effect the other way counts as inactive or inconclusive.

SMILES	POLH inh	Pol beta inh	RXFP1 antagonist	Tb PGK inh	APEX1 inh	POLI inh	BLM inh	POLK inh	Anesthetic bind
O=S(=O)(Nc1ccon1)c1ccc(F)c(F)c1	-10%	0%	-5	-9%	45%	6%	-3%	13%	-2%
O=C(NCc1cccc(Cl)c1)c1cnc(N2CCOCC2)c2ccccc12	-22%	2%	-22	-3%	.	5%	-7%	-5%[60.1 µM]	-1%
CC(OC(=O)Cn1cnc2ccccc2c1=O)C(=O)NCc1ccccc1 (stereo not given)	-14%	.	-3	4%	7%	27%	.	-7%	.
CCc1ccccc1NC(=O)CCC(=O)c1cccs1	-10%	2%	5	-4%	16%	3%	-3%	10%	-14%
O=C(O)C1OCC2(CO1)COC(C(=O)O)OC2 (stereo not given)	-22%	.	-6	-7%	.	63%[activator]	.	-13%	.
Cc1cccc(C(=O)N2CCN=C2SCc2ccc([N+](=O)[O-])cc2)c1	-8%	0%	-12	10%	-3%	85%[activator]	-12%	-1%	-8%
O=C(CCCn1c(=O)[nH]c2cc(Cl)ccc2c1=O)NCC1CCCO1 (stereo not given)	3%	5%	6	i	-3%	6%	-8%	-16%	-12%
COc1ccc(OCC(=O)N/N=c2\oc3c(OC)cccc3cc2C(N)=O)cc1	3%	4%	-5	-8%	4%	6%	1%	-7%	4%
O=C(O)CC(NC(=O)Cc1ccc([N+](=O)[O-])cc1)c1ccc2c(c1)OCO2 (stereo not given)	?	0%	-1	2%	-10%	-24%	2%	-26%	-3%
CCC(C(=O)NCCc1ccc(OC)c(OC)c1OC)n1nc(C)c2sc3ccccc3c2c1=O (stereo not given)	-16%	12%	-27	i	.	18%	-2%	-23%	51%[activator]
Cc1ccc(NC(=O)c2cc(N3C(=O)CCC3=O)ccc2N2CCOCC2)cc1	-18%	-29%	2	i	3%	117%[activator]	-4%	7%	-5%
CNC(=O)c1cc(C(=O)c2ccc(Cl)cc2)c(Br)[nH]1	-10%	28%	-4	-5%	26%	-23%	-4%	2%	-1%
Cc1cc(Cl)nc(-n2nc(C)cc2C)n1	-1%	3%	0	-1%	0%	-28%[58.9 µM]	2%	-14%	-16%
Cc1ccc(CSc2nnc(CC(=O)Nc3ccc(C)cc3)n2C)cc1	-12%	-6%	5	3%	14%	14%	-1%	-10%	-8%
Cc1ccccc1CN1CCN(c2ccc(S(=O)(=O)N3CCCC3)cn2)CC1	?	.	-5	-8%	-8%	-7%	.	-16%	.
COC(=O)CCCn1c(C)cc(C(=O)CCl)c1C	-31%	-21%	-19	-5%	-7%	39%[activator]	-2%	-27%	-6%
COc1ccc(C(=O)N/N=C2\CCS(=O)(=O)c3ccc(F)cc32)cc1OC	-16%	26%	13	6%	1%	26%	-3%	0%	18%
Fc1ccc(C2c3[nH]c4ccccc4c3CCN2Cc2ccoc2)cc1 (stereo not given)	-15%	0%	?	2%	-3%	14%	-6%	-10%	-11%
CCCCn1c(N)c(N(CCOC)C(=O)CSc2nnc(-c3ccncc3)n2CCC)c(=O)[nH]c1=O	-11%	.	9	i	10%	77%[activator]	.	-2%	.
Cc1ccc(NC(=O)c2cc(S(=O)(=O)N3CCOCC3)ccc2F)c(C)c1	-18%	-3%	13	9%	-1%	24%	-3%	0%	-12%
CC(C)(C)OC(=O)N1CCC(c2c(C(=O)N3CCCCC3)cnn2-c2ccc(F)cc2)CC1	-10%	85%[activator]	-2	5%	.	5%	2%	6%	7%
Cc1ccc(C(=O)N/C(=C\c2cccnc2)c2nc3ccccc3[nH]2)cc1	-7%	13%	-4	-1%	2%	6%	-4%	-17%	-8%
COc1ccc(C2C3C=CCC(c4cccc(/C=C/c5ccccc5)c4)C3C(=O)N2Cc2ccccc2)cc1Cl (stereo not given)	.	.	.	.	-4%	-13%	-4%	0%	-8%
CCN(CC(=O)Nc1c(F)cccc1F)C(=O)c1ccc2c(c1)S(=O)(=O)N=C1CCCCCN12	-4%	.	-6	i	43%	22%	.	5%	.
O=C(NCCN1CCOCC1)c1ccc(NC(=O)C2COc3ccccc3O2)cc1 (stereo not given)	-24%	-29%	6	-8%	0%	-7%	2%	4%	-11%

Further results follow:
SMILES	POLH inh	Pol beta inh	RXFP1 antagonist	Tb PGK inh	APEX1 inh	POLI inh	BLM inh	POLK inh	Anesthetic bind
CN(c1ccc(C(=O)Nc2ccc3c(c2)n(C)c(=O)n3C)cc1)S(C)(=O)=O	-12%	0%	2	-3%	44%	140%[activator]	-1%	-6%	31%
CC(C)[C@H](NC(N)=O)C(=O)NNC(=O)COc1cccc(C(F)(F)F)c1	2%	1%	-1	-2%	-4%	2%	-3%	10%	-12%
CCOC(=O)c1cnn2c(N)c(C#N)nnc12	?	4%	9	.	-5%	89µM*	-2%	-8%	-11%
Cc1onc(-c2c(F)cccc2Cl)c1C(=O)NCCc1ccncc1	-2%	2%	-5	2%	-8%	8%	-3%	-6%	-4%
O=C(COc1coc(CN2CCc3ccccc32)cc1=O)Nc1cccc(F)c1	-13%	.	-4	-1%	21%	18%	.	-5%	.
Cc1ccc(S(=O)(=O)c2cn(C)c3cc(N4CCOCC4)c(F)cc3c2=O)cc1	-24%	-29%	-13	i	34%	25%	-7%	-1%	-6%
CCOC(=O)C(=O)Cc1nc(OCc2ccccc2)cc(OCc2ccccc2)n1	0%	.	6	-8%	.	4%	.	-3%	.
Cc1cc(NC(=O)CSc2nc3c([nH]c4ccccc43)c(=O)n2-c2cccc(Cl)c2)no1	-3%	8%	.	7%	.	4%	-2%	-6%[60.1 µM]	0%
CCOc1ccc(N(CC(=O)Nc2ccc(OC)cc2)C2=NC3CS(=O)(=O)CC3S2)cc1 (stereo not given)	0%	16%	2	i	2%	-16%	-4%	-3%	-10%
C=CCC(NCc1ccccc1)c1ccc(Cl)cc1 (stereo not given)	-18%	-24%	-14	-2%	4%	8%	-5%	-16%	-11%
COCCCn1c(=O)/c(=C/c2ccccc2OC(F)F)s/c1=C(\C#N)C(=O)NCCOC	0%	.	?	-2%	.	18%	.	-7%	.
O=C(CSc1nncs1)NC(=O)Nc1ccc2c(c1)OCCO2	-12%	14%	-2	-6%	1%	10%	-5%	-1%	3%
Cc1cc(N2CCN(c3ccccc3F)CC2)nc2cc(O)ccc12	?	0%	-27	2%	-1%	33%[activator]	-5%	-18%	205%[activator]
CN(CC(=O)Nc1ccccc1Cl)C(=O)C1CSC2(C)CCC(=O)N12 (stereo not given)	-3%	.	-1	-1%	13%	18%	.	-5%	.
COc1ccc(CNC(=O)CCn2c(C)csc2=O)cc1	-5%	.	0	0%	15%	12%	.	-10%	.
COc1ccc(OCC(=O)N2CCc3c([nH]c4ccccc34)C2c2ccccn2)cc1 (stereo not given)	-24%	32%	?	-4%	-2%	15%	-11%	-16%	-9%
COc1ccc(-c2cn[nH]c2-c2ccc(O)cc2O)cc1	-12%	0%	7	-10%	-12%	23%	-4%	-14%[60.1 µM]	0%
CCn1cc(C(=O)OCC(=O)c2cc(C)n(-c3ccccc3F)c2C)c(=O)c2ccc(C)nc21	-15%	-2%	-30	i	4%	125%[activator]	-6%	-12%	?
CC(=O)c1cc(C(=O)Nc2ccccc2C(=O)O)oc1C	?	11%	-1	0%	-4%	-4%	2%	-15%	-6%
CCCn1nc(C(=O)Nc2cccc(S(=O)(=O)N(C)c3ccccc3)c2)c2ccccc2c1=O	-6%	.	2	7%	-6%	19%	.	0%	.
O=C(Nc1ccc2c(c1)OCCO2)c1ccc(S(=O)(=O)N2CCCCC2)cc1	-13%	-16%	11	1%	0%	1%	-7%	-18%	-17%
Cc1c(C)n(C)c2ccc(C(=O)NCCCN3CCCCC3)cc12	-8%&-8%	0%&4%	-7&-11	-2%&-8%	20%	2%&16%	-5%&17%	1%&-3%	-17%&-12%
O=C(Nn1cnnc1)c1ccc([N+](=O)[O-])cc1Cl	-6%	.	4	-6%	.	2%	.	-2%	.
CCN(CCO)c1nc(N2CCCCC2)c2cnn(C)c2n1	?	0%	4	-3%	-9%	11%	-1%	-9%	1%
Cc1cccc(NC(=O)Nc2ccccn2)c1C	40%[activator]	-28%	22	-7%	3%	18%	2%	-2%	3%

POLI inh, hit marks shown above.
SMILES	POLH inh	RXFP1 antagonist	Tb PGK inh	APEX1 inh	POLI inh	BLM inh	POLK inh	Anesthetic bind
CCOC(=O)c1cnn2c(N)c(C#N)nnc12	?	9	.	-5%	89µM*	-2%	-8%	-11%

Additional entries.
SMILES	POLH inh	Pol beta inh	RXFP1 antagonist	Tb PGK inh	APEX1 inh	POLI inh	BLM inh	POLK inh	Anesthetic bind
Cc1noc(C)c1COC(=O)CCc1nc2ccccc2c(=O)[nH]1	-16%	4%	5	-5%	0%	28%	1%	-9%	-7%
COc1ccc(NC(=O)c2cccc(Cn3cc(Br)c([N+](=O)[O-])n3)c2)c(C)c1	-5%	2%	-10	9%	10%	-9%	-4%	0%	-12%
O=C(Nc1cccc(S(=O)(=O)N2CCOCC2)c1)c1ccc(=O)[nH]c1	-21%	.	-8	-1%	18%	60%[activator]	.	-2%	.
Cc1c(NC(=O)CSc2nc3ccccc3[nH]2)c(=O)n(-c2ccccc2)n1C	-10%	20%	-3	4%	2%	8%[58.9 µM]	0%	-5%	-16%
Cc1nc(NC(=O)c2oc3ccccc3c2C)sc1C(=O)N(C)C	1%	18%	6	-11%	19%	8%	8%	-8%	-10%
O=C1C=C(Nc2ccccc2)CC(c2ccccc2)C1 (stereo not given)	-4%	-10%	-9	4%	1%	39%[activator]	-13%	-13%	-8%
Cc1cccc(OCC(=O)N(Cc2ccccc2)c2ccccn2)c1	-11%	11%	-24	i	.	18%	-3%	-7%	2%
O=C(CCC(=O)N1CCOc2ccccc21)NCCN1CCOCC1	-5%	-29%	-5	-3%	-6%	28%	1%	-3%	-14%

2 entries picked at random from those above:
SMILES	POLH inh	Pol beta inh	RXFP1 antagonist	Tb PGK inh	APEX1 inh	POLI inh	BLM inh	POLK inh	Anesthetic bind
Cc1nc(NC(=O)c2oc3ccccc3c2C)sc1C(=O)N(C)C	1%	18%	6	-11%	19%	8%	8%	-8%	-10%
COc1ccc(NC(=O)c2cccc(Cn3cc(Br)c([N+](=O)[O-])n3)c2)c(C)c1	-5%	2%	-10	9%	10%	-9%	-4%	0%	-12%

A portion of the library (hit frequency here may not be typical).
